# hcDAF-12 act: activators of H. contortus DAF-12 nuclear receptor; HEK293 hcDAF-12 lit1-tk-luc reporter, luminescence; 0% DMSO, 100% Δ7-dafachronic acid; activation, % at 6.8 µM; actives 1.4% (n = 370,000);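 active = activation above the mean of all tested compounds plus 3 SD, cut at about 5.5% in these data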;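 note: 100% = response to 3 µM Δ7-dafachronic acid high control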
# SMARCA2 act: increases SMARCA2 function in MMTV reporter cells. activation, % at 9.1 µM. MG213 cells, MMTV-luciferase reporter, dexamethasone, overnight. AID 652017. actives 1% (n = 370,000); in the data active = activation above about 7.8%;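 note: 0% = vehicle wells and 100% = reference activator wells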
# DAX1 inh-1: blocks DAX1 repression of SF-1 activated StAR promoter. HEK293T StAR-luciferase reporter, SF-1/DAX-1 repression relief. inhibition, % at 6.8 µM. actives 1.1% (n = 370,000). AID 652010;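 active = inhibition above the mean over all tested compounds plus 3 SD, cut at about 3.6% in these data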;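 note: 0% = DAX-1 cells with DMSO and 100% = cells lacking DAX-1 with DMSO; higher inhibition means more luminescence from relief of DAX-1 repression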
# ssDAF12 agonist: S. stercoralis DAF-12 activation, primary screen; HEK293 ssDAF-12/GRIP1 lit1-tk-luc reporter, luminescence; % of 3 µM dafachronic acid response; activation, % at 6.8 µM; actives 1% (n = 370,000); AID 652126;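 active = activation above the mean over all tested compounds plus 3 SD, cut at about 0.9% in these data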;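 note: 0% = DMSO-only wells and 100% = 3 µM delta7-dafachronic acid wells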
# PLC-beta3 inh: blocks human PLC-beta3 enzyme activity; Q01970; Purified PLC-beta3, fluorogenic substrate, fluorescence; inhibition, % at 12.2 µM; actives 0.18% (n = 370,000); in the data active = inhibition above about 11%;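 note: 0% = median of compound wells on plate and 100% = full blocker control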
# GAA850 FXN act: activators of GAA850 frataxin (FXN) promoter. HEK293 lucGAA850 FXN promoter luciferase reporter, 24 h; percent of 10 µM SAHA response. activation, % at 6 µM. actives 0.56% (n = 360,000);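 active = activation above the average of all compounds screened plus 3 SD, cutoff fixed separately per campaign, cut at about 7.5% in these data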;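 note: 0% = DMSO wells and 100% = 10 µM SAHA wells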
# NR1D1 modulator: modulates human Rev-erb alpha binding to DNA; P20393; Rev-erbα–FITC-DNA binding, fluorescence polarization, 90 min; activity, % at 10 µM; actives 0.79% (n = 370,000);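 active = activity above about 14%, limit read from the data; passing the limit was not always enough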;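 note: 0% = DMSO wells with 35 nM protein and 100% = DMSO wells with 750 nM protein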
# Target sequence (P20393 whole entry, looked up): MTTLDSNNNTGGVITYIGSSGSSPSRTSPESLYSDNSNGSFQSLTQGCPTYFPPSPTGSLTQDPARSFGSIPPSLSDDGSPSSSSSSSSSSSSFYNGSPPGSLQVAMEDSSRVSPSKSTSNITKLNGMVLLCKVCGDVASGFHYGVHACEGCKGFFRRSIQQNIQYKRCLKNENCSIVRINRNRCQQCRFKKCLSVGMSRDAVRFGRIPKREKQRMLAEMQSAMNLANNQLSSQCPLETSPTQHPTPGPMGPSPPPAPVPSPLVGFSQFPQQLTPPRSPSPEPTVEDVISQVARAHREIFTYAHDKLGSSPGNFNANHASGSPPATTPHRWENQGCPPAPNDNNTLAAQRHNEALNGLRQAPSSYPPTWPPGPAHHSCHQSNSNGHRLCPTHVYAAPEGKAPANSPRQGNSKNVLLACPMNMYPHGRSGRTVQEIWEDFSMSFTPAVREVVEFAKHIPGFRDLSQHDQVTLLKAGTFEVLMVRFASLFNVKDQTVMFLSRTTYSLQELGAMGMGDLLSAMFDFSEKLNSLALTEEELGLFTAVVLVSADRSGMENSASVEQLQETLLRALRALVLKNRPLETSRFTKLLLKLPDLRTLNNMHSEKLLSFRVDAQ
# HGIII-sPLA2 inh: Blocks human group III sPLA2 activity; actives 0.56% (n = 370,000); inhibition, % at 12.2 µM; Q9NZ20; QFRET BODIPY PC-A2 liposome hydrolysis, fluorescence;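 active = inhibition above mean plus 3 SD of compounds lying within the high and low control bounds, cut at about 19% in these data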;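 note: 0% = median of test compound wells and 100% = no enzyme DMSO wells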
# DAX1 inh-2: NR0B1 (DAX1) inhibition | P51843 | HEK293 Gal4-DAX1 luciferase reporter, luminescence | inhibition, % at 6.75 µM | actives 0.99% (n = 340,000) | AID 504766;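 active = inhibition above the mean over all tested compounds plus 3 SD, cut at about 4.2% in these data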;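 note: 0% = DAX1-transfected cells with DMSO and 100% = empty-vector control cells with DMSO; inhibition shows as a rise in luminescence from relieved DAX1 repression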
# Target sequence (P51843 207-470 limits assumed): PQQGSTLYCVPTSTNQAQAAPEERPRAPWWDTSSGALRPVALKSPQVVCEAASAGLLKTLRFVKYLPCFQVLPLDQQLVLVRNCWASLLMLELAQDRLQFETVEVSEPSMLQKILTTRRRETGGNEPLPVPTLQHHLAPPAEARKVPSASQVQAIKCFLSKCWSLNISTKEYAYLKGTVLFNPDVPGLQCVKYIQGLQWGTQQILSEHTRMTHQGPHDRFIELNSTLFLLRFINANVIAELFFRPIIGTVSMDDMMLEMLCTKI
# hgDAF12 agonist: hgDAF-12 agonism, primary luciferase screen; HEK293 GAL4-hgDAF12 UAS-luciferase reporter, agonist luminescence; normalized to butyrate control; actives 1.8% (n = 370,000); activation, % at 6.8 µM;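 active = activation above a cutoff set at the mean of all screened compounds plus 3 SD, cut at about 10% in these data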;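 note: 0% = DMSO wells and 100% = sodium butyrate wells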
# PG9 binder: binds the HIV-1 gp120 antibody PG9; TR-FRET gp120-PG9 antibody binding; inhibition, % at 6.7 µM; actives 0.43% (n = 360,000); in the data active = inhibition above about 8.5%
# The depositor's hits bear a star; i = inactive; nt = not tested or not shown; & = joins results of further samples.
SMILES,hcDAF-12 act,SMARCA2 act,DAX1 inh-1,ssDAF12 agonist,PLC-beta3 inh,GAA850 FXN act,NR1D1 modulator,HGIII-sPLA2 inh,DAX1 inh-2,hgDAF12 agonist,PG9 binder
CC(=O)Nc1ccc(SC[C@H](Cc2ccccc2)N2CC[C@@H](O)CCC2=O)cc1,-0.5,0,0.0,-1.5,0,0.8,5,-1,0.3,1.4,0.4
Cc1oc(C(N)=O)cc1COc1ccc(C(N)=O)cc1,-0.6,-1,-0.3,-1.2,-7,0.1,1,6,1.2,0.7,-1.1
COC(=O)Cc1ccc(NC(=S)N2CCN(C(=O)C3CCCO3)CC2)cc1 (configuration not stated),1.9,-1,2.1,-1.1,-3,2.1,-2,12,1.9,-3.7,1.0
N#CC1=C(N)Oc2c(ccc3cccnc23)C1c1ccncc1 (configuration not stated),-0.7,-4,-0.5,-1.5,-27,-0.9,-3,-16,nt,-2.1,-1.6
O=C(NCCc1ccccc1)C(=O)c1cn(CC(=O)N2CCCC2)c2ccccc12,0.9,-1,0.2,-0.7,-8,1.3,-2,4,-0.2,-1.1,0.9
O=C(CN1C(=O)c2ccccc2C1=O)Nc1cccc([N+](=O)[O-])c1,-0.2,-2,0.9,-1.1,4,1.1,3,-4,-0.3,-0.4,-1.1
N=c1n(Cc2ccccc2Cl)c2ccccc2n1CC(O)c1ccco1 (configuration not stated),-0.5,-4,0.3,-1.0,-4,-0.2,-2,6,0.3,0.8,-0.1
Nc1[nH]c(C(=O)c2ccccc2)c(-c2cccc3ccccc23)c1C(=O)c1c(-c2ccccc2)[nH]c2ccccc12,-3.2,nt,nt,-1.7,-48,nt,11,10,nt,-2.0,nt
CNC(=O)c1ccc(CN(C)C(=O)c2cc(C3CC3)nc3c2cnn3C(C)C)cc1,0.5,0,-0.4,-1.3,6,1.7,1,15,0.2,-3.8,2.1
CC(=O)Nc1sc2c(c1-c1nc3ccccc3s1)CCN(C(C)C)CC2,13*,nt,nt,1.1*,-357,nt,0,-14,nt,-0.7,nt
Cc1cc(=O)oc2cc(OCC(=O)Nc3ccc(F)cc3F)ccc12,-1.7,0,-1.6,-1.1,-12,-0.4,21*,3,0.6,1.3,1.3
COc1ccc(CCN(Cc2nc3ccccc3c(=O)[nH]2)C(=O)C2CC2)cc1,-1.3,1,-0.5,-1.7,1,0.6,-8,2,1.0,-1.1,-0.2
CCCC[n+]1ccn(-c2nc3ccccc3nc2[N-]S(=O)(=O)c2ccc(Cl)cc2)c1,-0.5,0,0.6,-1.5,-86,1.6,20,3,0.9,1.4,17*
O=C(NCc1ccc2c(c1)OCO2)c1cc2ccccc2o1,-0.2,0,0.2,-0.8,-2,2.5,4,5,-0.1,0.4,-0.9
O=C(NC1CC1)c1cc2c(s1)-c1ccccc1OC2,-2.5,0,-2.9,-2.1,i,-1.2,-10,-4,-1.2,-2.3,-1.1
Cc1ccc(N(C(=O)c2csnn2)C(C(=O)NC2CCCCC2)c2ccncc2)cc1 (configuration not stated),-1.2,-1,0.0,-1.1,-9,0.2,-2,4,0.8,0.2,-0.3
COc1ccc(NC(=O)c2sc(=O)n(Cc3ccc(S(=O)(=O)N(C)C)cc3)c2C)cc1,-2.7,0,-1.7,-1.1,2,-0.4,5,-3,nt,1.3,-1.2
Cc1c(NC(=O)Cn2nc(C(F)(F)F)c3c2CCCC3)c(=O)n(-c2ccccc2)n1C,0.4,0,0.1,-1.4,1,-0.1,-4,2,-0.1,2.2,-0.9
COC(=O)c1c(-c2c(Cl)cccc2Cl)noc1NC(=O)NN1CCCCC1,-1.3,-2,0.3,-1.3,-3,1.6,0,-7,-1.6,-2.9,-3.8
O=C(NCCc1ccc(F)cc1)Nc1ccccc1,-1.6,7,-0.2,-1.2,-3,-0.3,2,1,0.4,3.1,-1.0
CCN(c1ccccc1)S(=O)(=O)c1ccc(Cl)c(NC(=O)CSc2nc(N)cc(=O)[nH]2)c1,0.8,-3,-0.9,-1.1,1,0.2,-3,-3,1.0,-3.6,1.2
COc1ccc(-n2c(SCC(=O)Nc3ccc4c(c3)OCCO4)nnc2-c2ccccc2)cc1,-1.2,-3,-1.3,-0.8,1,nt,-17,0,nt,-1.7,nt
CCNC(=O)C1(C)CCCN(C(=O)c2sccc2C)C1 (configuration not stated),-1.0,-3,-0.5,-1.4,3,0.8,-3,6,nt,3.9,-0.2
O=C(NNC(=O)c1nn(-c2ccc(F)cc2)ccc1=O)c1ccc(C(F)(F)F)cc1,0.2,-2,0.2,-1.6,-6,-0.6,-3,-18,2.2,0.8,-0.8
CC[C@@H](NC(=O)[C@H](Cc1ccccc1)NC(=O)CC[C@H]1O[C@@H](n2ccc(=O)[nH]c2=O)[C@H](O)[C@@H]1O)c1ccccc1,3.3,1,0.4,-1.1,-1,nt,9,4,nt,-1.4,-0.8
Oc1[nH]c2ccc(Br)cc2c1N=Nc1ccc(C(F)(F)F)cn1,3.5,2,-0.3,-0.4,-5,0.5,2,5,0.4,-1.9,0.5
O=C(Nc1nccs1)C1C2CC3OC(=O)C1C3C2 (configuration not stated),-0.8,1,-0.1,-1.1,1,0.1,-4,-1,-0.2,-0.9,0.5
O=C(CCCCn1cnc2c(=S)nc[nH]c21)Nc1ccc(C(=O)O)c(O)c1,-0.1,0,0.3,-1.2,-2,1.2,-4,9,-0.9,-0.2,-3.4
CC(C)C(NC(=O)c1c(F)cccc1F)C(=O)NCc1ccc(S(=O)(=O)N2CCOCC2)cc1 (configuration not stated),-0.8,-2,0.7,-1.1,1,-1.1,3,10,0.7,0.0,0.3
Cc1ccc(NS(=O)(=O)c2c(C(=O)N3CCCC3)c(C)n(C)c2C)cc1,-0.1,-2,-0.2,-1.2,-7,2.3,-6,2,0.3,1.9,-1.6
O=C(NCc1ccccc1)c1ccc[n+]([O-])c1,-0.5,-4,0.2,-0.6,-8,0.5,-6,6,1.1,-1.8,-0.4
Cc1ccc(C(=O)N2CCC3(CC2)NCCc2[nH]cnc23)cc1C,1.3,-2,1.4,-0.9,-5,0.0,-2,-2,0.0,2.4,0.2
O=C(C(=O)N1CCOCC1)c1cn(CC(=O)N2CCc3ccccc3C2)c2ccccc12,1.2,-3,-1.0,-1.8,-6,-2.6,0,1,0.7,-2.2,-0.5
COc1cccc(CNC(=O)Cn2cccc2C(=O)c2ccccc2C)c1,2.5,5,-0.4,-0.7,-5,-0.5,-2,-5,0.7,0.9,-2.2
O=C(Cn1c[n+](CC(=O)c2ccc([N+](=O)[O-])cc2)cn1)c1ccc([N+](=O)[O-])cc1,-1.6&-1.7,-3&-4,-0.3&-0.6,-1.6&-2.0,-1&-8,0.8&-1.5,4&2,2&-7,-0.1&3.3,-2.1&0.4,0.5&-1.9
O=c1c(C(c2c(O)nc3n(c2=O)CCS3)c2cccc3ccccc23)c(O)nc2n1CCS2,0.4,-1,0.2,0.1,2,0.2,2,-1,0.7,2.3,-1.9
COc1ccc(N(CC(=O)NCCC2=CCCCC2)S(=O)(=O)c2ccccc2)cc1,-1.1,-6,0.0,-0.4,1,6.1,4,-2,-0.7,3.3,2.1
O=C(N=C1c2ccccc2CN1c1ccc(F)c(Cl)c1)c1cccnc1Cl,4.6,3,0.5,-1.0,2,nt,-1,1,nt,1.7,0.1
Cc1oc(-c2ccccc2Cl)nc1CS(=O)(=O)CC(=O)N1CCOCC1,-0.2,1,0.0,-0.9,-1,-1.1,-3,-3,0.2,-0.1,0.3
Cc1cc(C)n2cc(-c3ccc(Cl)cc3)c(C(=O)O)c2n1,10*,4,3.0,1.4*,-59,4.9,-4,6,0.7,8.4,-4.3

# An excerpt from above in order of length of the SMILES, high to low:
SMILES,hcDAF-12 act,SMARCA2 act,DAX1 inh-1,ssDAF12 agonist,PLC-beta3 inh,GAA850 FXN act,NR1D1 modulator,HGIII-sPLA2 inh,DAX1 inh-2,hgDAF12 agonist,PG9 binder
CC[C@@H](NC(=O)[C@H](Cc1ccccc1)NC(=O)CC[C@H]1O[C@@H](n2ccc(=O)[nH]c2=O)[C@H](O)[C@@H]1O)c1ccccc1,3.3,1,0.4,-1.1,-1,nt,9,4,nt,-1.4,-0.8
COc1ccc(-n2c(SCC(=O)Nc3ccc4c(c3)OCCO4)nnc2-c2ccccc2)cc1,-1.2,-3,-1.3,-0.8,1,nt,-17,0,nt,-1.7,nt
O=C(N=C1c2ccccc2CN1c1ccc(F)c(Cl)c1)c1cccnc1Cl,4.6,3,0.5,-1.0,2,nt,-1,1,nt,1.7,0.1
Cc1cc(C)n2cc(-c3ccc(Cl)cc3)c(C(=O)O)c2n1,10*,4,3.0,1.4*,-59,4.9,-4,6,0.7,8.4,-4.3
O=C(Nc1nccs1)C1C2CC3OC(=O)C1C3C2 (configuration not stated),-0.8,1,-0.1,-1.1,1,0.1,-4,-1,-0.2,-0.9,0.5

# Next compounds follow:
Compound | hcDAF-12 act | SMARCA2 act | DAX1 inh-1 | ssDAF12 agonist | PLC-beta3 inh | GAA850 FXN act | NR1D1 modulator | HGIII-sPLA2 inh | DAX1 inh-2 | hgDAF12 agonist | PG9 binder
COc1cccc(C(=O)NCC(=O)N2CCC3(CC2)NCCc2[nH]cnc23)c1OC | -1.3 | -1 | -0.8 | -1.5 | -3 | -0.2 | 3 | 1 | 0.0 | 3.0 | -3.5
Cc1ccc(-n2nc3c(c2NC(=O)c2ccco2)CS(=O)C3)c(C)c1 (configuration not stated) | -0.1 | 0 | -0.7 | -0.7 | -12 | -0.4 | -2 | 7 | -0.5 | 0.0 | 0.3
COc1cc(CCC(=O)OCC(=O)Nc2ccccc2F)cc(OC)c1OC | -1.0 | 1 | 0.0 | -1.1 | -3 | 0.8 | 1 | 1 | 1.0 | 0.6 | -0.1
O=C(OCC(=O)c1ccco1)c1ccc2ncsc2c1 | -0.8 | -1 | 0.1 | -0.4 | -3 | 0.2 | -3 | 6 | 0.4 | 1.1 | 0.4
CC(C)(C)Nc1nc(NCc2cccnc2)nc(N2CCOCC2)n1 | -0.8 | 0 | 0.6 | -1.1 | -1 | 0.3 | 5 | 0 | 5.9* | -1.5 | -0.2
Cc1ccc(CN2C(=O)NC(Cc3c[nH]c4ccccc34)C2=O)cc1 (configuration not stated) | 0.8 | -2 | 0.2 | -1.1 | 2 | -0.5 | -2 | -60 | -0.1 | 0.3 | 0.2

# Random draw from the library, and some 7% of all compounds hit somewhere here.
